Assay outcomes (PubChem)
PKA-R2B activ = activators of PKA-R2B holoenzyme, primary screen, biochemical, fluorescence polarization, Cy5-IP20, human; cAMP-dependent protein kinase catalytic subunit beta (Homo sapiens) + cAMP-dependent …; PKA-R2B holoenzyme dissociation; R2B truncated from residue 108, S112A mutant; 0% DMSO only, 100% 113 µM cGMP; activation, % at 11.4 µM; 340,000 compounds, 0.079% hits; AID 504700, 2011;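 active = activation above a cutoff set at the mean over all compounds plus 3 SD, cut at about 18% in these data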;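 also: higher means more holoenzyme dissociation and a rise in polarization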
Target sequence (P31323 whole entry, looked up, other chains not shown, the tested form may be a part): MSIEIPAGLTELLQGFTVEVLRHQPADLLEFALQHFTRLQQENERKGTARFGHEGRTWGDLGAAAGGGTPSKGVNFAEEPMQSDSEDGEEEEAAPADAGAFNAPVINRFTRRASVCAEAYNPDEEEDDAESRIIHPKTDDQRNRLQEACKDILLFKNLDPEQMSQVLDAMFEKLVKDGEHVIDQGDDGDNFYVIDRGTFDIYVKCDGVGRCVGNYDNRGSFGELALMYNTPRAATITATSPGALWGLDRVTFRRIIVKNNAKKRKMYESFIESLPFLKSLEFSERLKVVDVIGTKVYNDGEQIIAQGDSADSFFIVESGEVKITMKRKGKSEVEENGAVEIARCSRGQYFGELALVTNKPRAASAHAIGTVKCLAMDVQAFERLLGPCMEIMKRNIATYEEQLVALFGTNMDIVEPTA
CDK5 inh = inhibitors of human CDK5/p35 kinase, primary screen, biochemical, single concentration; Cyclin-dependent kinase 5 (Homo sapiens) + Cyclin-dependent kinase 5 activator 1 (Homo …; AID 488839, 2010; 330,000 compounds, 0.01% hits; Recombinant CDK5/p35, ADP-Glo luminescence, 60 min; inhibition, % at 10 µM;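 active = highest replicate inhibition of at least 50% and at least 75% of replicates reaching 50%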;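 also: plate controls were DMSO neutral control for no effect and GW8510 at 10 µM for full effect; many of its hits are not listed in these tables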
SR-BI uptake up = activators of SR-BI mediated DiI-HDL uptake, primary screen, ldlA[mSR-BI] CHO cells, DiI fluorescence. 3 h; 100 = double the neutral-control signal. activation, % at 12.5 µM. 320,000 compounds, 0.096% hits;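 active = mean replicate activation of at least 60% and every replicate at or above 60%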;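 also: 0% = median plate neutral-control signal and 100% = twice that signal; values of inactives mirror those of a sister screen read the other way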
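System: LDL receptor-deficient CHO ldlA cells overexpressing murine SR-BI | Timing: 3 h uptake period with compound, 37 °C | Medium: HEPES-buffered (25 mM, pH 7.4) F12 plus 0.5% BSA | Dosing: Single-point compound dose | Signal: Bottom-read fluorescence, 550/595 nm | Read-out: Retained DiI signal reflecting DiI-HDL uptake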
Arr AP2 block = inhibitors of beta-arrestin/AP2 binding, primary screen, biochemical, GPCR trafficking, flow cytometry | beta-arrestin 1 C-terminal peptide binding to AP2 beta2-adaptin appendage (human) | FITC-arrestin peptide / GST-AP2 beads; AP2 beta2 appendage carries R879A mutation | inhibition, % at 10 µM | 340,000 compounds, 0.31% hits | AID 504490, 2011;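 active = inhibition above a set limit, near 3 SD of compounds lacking own fluorescence, cut at about 54% in these data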;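 also: plate controls were DMSO wells for no effect and 5 µM unlabelled arrestin peptide for full effect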
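System: GST-AP2 R879A glutathione beads; medium: PBS, Tween 20 0.05%, BSA 0.1%; reagent: fluorescein-tagged arrestin peptide at 50 nM final; schedule: pre-incubation 12 min, peptide binding 1 h, room temperature; detection: flow cytometry, FL1 (488/535 nm); read-out: inhibition as reduced fluorescein signal on beads, percent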
PKA-R1A activ = activators of PKA-R1A holoenzyme, primary screen, biochemical, fluorescence polarization, Cy5-IP20, bovine R1A, mouse PKAc; PKA-R1A dissociation; scaled: DMSO 0%, 113 µM cGMP 100%; 340,000 compounds, 0.083% hits; activation, % at 11.4 µM;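 active = percent activation above the mean of all tested compounds plus 3 SD, cut at about 19% in these data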;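 also: higher means more PKAc released from R1A so a rise in polarization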
SR-BI HDL uptake = inhibitors of SR-BI mediated HDL lipid uptake, primary screen, ldlA[mSR-BI] cells, fluorescence, single point; inhibition, % at 12.5 µM; Scavenger receptor class B member 1 (Mus musculus), Q61009; AID 488896, 2010; ldlA[mSR-BI] CHO cells, DiI-HDL uptake fluorescence, 3 h; 320,000 compounds, 0.96% hits;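 active = mean replicate inhibition of at least 70% and a set share of replicates each scoring 70 or more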;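 also: 0% = median of neutral control wells and 100% = median of positive control wells; values of inactives mirror those of a sister screen read the other way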
NSD2 HMT inh = NSD2 histone methyltransferase inhibitors, primary screen, biochemical, AlphaScreen, single concentration, set 2. NSD2 peptide methylation, 120 min. inhibition, % at 12.5 µM. 310,000 compounds, 0.54% hits. Histone-lysine N-methyltransferase NSD2 (Homo sapiens), O96028. AID 743445, 2014; in the data active = inhibition above about 50%
MITF act = activators of MITF-driven TRPM1 promoter reporter, primary screen, cell-based, SK-MEL-5, luciferase, single point; SK-MEL-5 TRPM1-promoter luciferase, 24 h; % of positive control, neutral wells = 0; activation, % at 12.5 µM; 300,000 compounds, 0.75% hits; AID 588334, 2011;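 active = mean activation of at least 80% with every replicate also reaching 80%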;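 also: 0% = neutral control wells and 100% = parthenolide positive control wells; values of inactives mirror those of a sister screen read the other way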
dFosB activator = activators of delta FosB homodimer, primary screen, biochemical, fluorescence polarization, TAMRA-CDK5 oligo, single point; Protein FosB (Mus musculus), P13346; purified delta FosB; percent of positive-control signal above neutral wells; activation, % at 25 µM; 340,000 compounds, 0.99% hits; AID 493131, 2011;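 active = mean activation above about 17%, with every replicate also reaching it, limit read from the data, passing the limit was not always enough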;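 also: fluorescence polarization rise as delta FosB binds a TAMRA Cdk5 AP-1 oligo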
Target sequence (P13346 whole entry, looked up): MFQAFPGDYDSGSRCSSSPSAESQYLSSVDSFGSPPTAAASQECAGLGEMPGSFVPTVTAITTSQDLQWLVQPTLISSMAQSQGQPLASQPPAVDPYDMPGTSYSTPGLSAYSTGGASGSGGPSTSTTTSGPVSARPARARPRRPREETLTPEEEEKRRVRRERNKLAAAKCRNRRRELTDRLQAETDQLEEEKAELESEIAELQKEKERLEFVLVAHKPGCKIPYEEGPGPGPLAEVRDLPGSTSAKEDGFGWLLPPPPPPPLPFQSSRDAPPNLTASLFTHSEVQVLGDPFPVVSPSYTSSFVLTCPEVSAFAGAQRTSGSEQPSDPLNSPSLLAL
Mot1-301 SUMO = yeast Mot1-301 growth rescue at high temperature, primary screen, SUMOylation pathway inhibitor project, S. cerevisiae, ATP luminescence, 38.5C; S. cerevisiae Mot1-301 growth rescue; percent above DMSO median, 100 means doubled; growth rescue, % at 18.8 µM; 320,000 compounds, 1% hits; AID 2716, 2010;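 active = every valid replicate shows activation above 250% relative to neutral control wells; inactive = the rest, any valid replicate at or below 250%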;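 also: OY570 slx delta 5 strain wells were the positive control but not used for scaling; some compounds called inactive have numbers as strong as hits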
Pemphigus Ab inh = inhibitors of pemphigus antibody binding to DSG3, primary screen, biochemical, bead-based, flow cytometry, scFv-GFP | Desmoglein-3 (Homo sapiens), P32926 | DSG3-coupled beads, scFv-anti-DSG3-GFP binding; stronger effect = lower value | binding (percent of control), % at 10 µM | 310,000 compounds, 0.48% hits | AID 588358, 2011;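 active = binding more than 3 SD below its plate's average and above zero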; also: some compounds called inactive have numbers as strong as hits
The depositor's hits bear a star; . = no result given.

SMILES	PKA-R2B activ	CDK5 inh	SR-BI uptake up	Arr AP2 block	PKA-R1A activ	SR-BI HDL uptake	NSD2 HMT inh	MITF act	dFosB activator	Mot1-301 SUMO	Pemphigus Ab inh
CCN1C(=O)/C(=C\N(C)C)NC1=S	-6	1.1	21	-1	-11	-21	-16	3	8	10	101
C[n+]1cccc(/C=N/NC(=O)CC23CC4CC(CC(C4)C2)C3)c1	2	3.6	.	-3	0	.	4	-2	-3	14	100
O=C(/C=C/c1ccccc1[N+](=O)[O-])NCc1cccnc1	-4	-0.5	-6	-14	1	6	-2	-14	-2	-7	130
CN1OC(COC(=O)c2ccc(Cl)cc2Cl)CC1c1ccccc1 (stereo not drawn)	-4	-3.0	-21	11	-3	21	-4	.	2	-13	.
N#C/C(=C\c1c(Oc2ccccc2Cl)nc2ccccn2c1=O)C(=O)NC1CCS(=O)(=O)C1 (stereo not drawn)	3	-0.7	.	-6	3	.	-4	-8	-8	-10	106
COc1ccc(C)cc1NC(=O)CCN1CCN(c2ccccc2F)CC1	8	1.4	0	4	2	0	0	.	0	22	110
CCOC(=O)C(C)Sc1nc2c(cnn2-c2ccc(F)cc2)c(=O)[nH]1 (stereo not drawn)	7	0.2	-53	10	-4	53	0	-7	-7	14	111
Cc1c(CC(=O)NCCC(=O)O)c(=O)oc2cc3occ(-c4ccccc4)c3cc12	0	0.6	16	-2	5	-16	-4	6	-20	15	97
CN(Cc1ccccc1)c1nc2c(c(=O)[nH]c(=O)n2C)n1Cc1ccccc1	-9	-1.1	2	9	-15	-2	2	.	-9	1	98
O=C(CSc1nnc(-c2ccc(C(F)(F)F)cn2)s1)c1ccc(Cl)cc1	-1	-0.6	20	-11	-1	-20	0	1	2	-8	94
COC(=O)CNC(=O)CCCCC(=O)NCC(=O)OC	-1	0.3	24	0	5	-24	-1	-7	2	5	96
Cc1cc2c(cc1C)-c1nnnn1C(C)(C)C2	-15	0.9	9	4	-9	-9	-3	13	-1	-1	108
CCOc1ccc2c(O)csc2c1	-9	0.0	.	0	-13	.	9	9	-7	-29	93
O=C(NC1CCOc2ccccc21)c1ccccn1 (stereo not drawn)	-6	-1.5	11	-12	3	-11	-1	-4	1	-1	.
COc1cc(C(=O)N2CCN(C(=O)CC(C)C)CC2)cc(OC)c1OC	-8	8.1	4	2	-11	-4	-2	-3	5	2	94
Cc1ccc(Nc2nc(N)nc(CN3CCN(Cc4ccc5c(c4)OCO5)CC3)n2)cc1Cl	-8	-0.5	-24	-2	3	24	3	-11	11	1	108
COc1ccc(CN2CCC(C(N)=O)CC2)cc1OCc1ccccc1	4	-0.2	20	10	6	-20	-2	.	-8	-7	116
C=CCn1c(SCC(=O)Nc2cc(C)on2)nc2sc3c(c2c1=O)CCCC3	7	0.2	13	4	6	-13	-3	5	6	-11	98
CC(C)CNS(=O)(=O)c1ccc(Br)cc1N1CCC[C@@H]1CO	3	-0.8	-14	3	-4	14	.	9	-8	.	101
CCN(C(=O)CSc1nnc(COc2ccccc2F)n1N)c1c(N)n(Cc2ccccc2)c(=O)[nH]c1=O	1	0.3	-1	13	-1	1	-3	-1	-7	.	107
COc1ccc(C2C/C(=N\O)C(C)(C)O2)cc1 (stereo not drawn)	-9	-0.2	13	3	-2	-13	-4	.	-8	-27	.
Cc1ccc(-n2c(N)c(-c3nc4ccccc4n3C)sc2=S)cc1	-5	-1.9	-53	1	0	53	-2	.	-5	15	.
CCC1=NN(C(=O)c2cccnc2)C(O)(C(F)(F)F)C1 (stereo not drawn)	5	3.8	20	2	-5	-20	-1	10	-3	8	114
O=[N+]([O-])c1ccc(Cl)cc1C=NNc1ccccn1	-2	3.0	0	19	2	0	2	-2	-8	.	96
Cc1ccc(SCC(=O)NCCN2C(=O)CSC2=O)c(C)c1	10	-0.3	-14	0	-1	14	-3	8	-13	0	102
CCOc1ccccc1NC(=O)N1CCC(NC(=O)C2CCCCC2)CC1	4	-0.8	.	-5	1	.	-4	-4	-1	.	.
Cn1c(SCC(=O)c2ccccc2)nnc1-c1cccc(N)c1	-8	-1.0	-16	-8	-2	16	-1	31	-5	9	101
Cc1nc(SCC(O)CO)c([N+](=O)[O-])[nH]1 (stereo not drawn)	1	-0.6	4	5	4	-4	-1	-2	0	-22	103
Cc1c(C(=O)OCC(=O)Nc2ccc(C(N)=O)cc2)cccc1[N+](=O)[O-]	-3	0.1	-12	-8	-7	12	3	-8	7	12	102
Cc1ccc(C2CC(=O)NC(SCC(N)=O)=C2C#N)s1 (stereo not drawn)	4	1.0	9	-3	10	-9	-2	-5	-5	.	103
CC(C)NC(=O)c1ccccc1NC(=O)CCS(=O)(=O)Cc1ccccc1	-5	-1.0	15	-4	5	-15	-2	-2	1	-2	101
O=C(NCC(=O)N1CCN(S(=O)(=O)c2ccc3c(c2)OCCO3)CC1)c1ccccc1F	6	-0.6	-10	35	-9	10	-2	-6	-9	8	98
Nc1nc(NC(=O)c2cccnc2)nn1-c1ccccc1	-17	-0.3	-2	-1	1	2	1	2	-4	5	118
COc1ccc(N(CC(=O)N/N=C/c2ccc(OC3CSC3)cc2)S(=O)(=O)c2ccccc2)cc1	-11	.	-54	3	5	54	5	-9	-4	-5	93
CCOC(=O)c1ccc(NC(=O)CSc2nc3c(c(=O)n2CC)SC(C)C3)cc1 (stereo not drawn)	-3	-2.2	-21	-5	4	21	.	-17	-12	176	96
CCOc1cc(CN2CCOCC2)cc(C(C)=O)c1	-1	-1.0	-8	-8	-2	8	0	-7	-1	8	104
Cc1cc(-c2nnc(SCC(=O)Nc3c(C)cccc3C)n2N)n[nH]1	-1	0.6	17	-7	0	-17	-1	2	5	144	95
CC(C)(C)n1nc2c(c1NC(=O)c1ccc(Br)o1)CS(=O)C2 (stereo not drawn)	-6	-1.2	4	-2	-3	-4	.	6	7	-11	97
COc1ccc2[nH]c(=O)c(COC(=O)c3ccco3)cc2c1	-4	-1.1	10	0	-7	-10	6	-15	3	3	103
Cc1c(-c2cccc(Cl)c2)nc2ccccc2c1C(=O)OC/C(O)=C(\C#N)c1nc2ccccc2[nH]1	5	1.1	-6	3	2	6	56*	-5	-7	-10	79
O=S(=O)(Nc1nnc(C2CC2)s1)c1ccccc1	-5	0.5	12	-5	-1	-12	-2	-1	-8	60	99
O=C(Nc1ncc(Cc2ccc(SC(F)F)cc2)s1)c1ccc(OC(F)F)cc1	2	-0.4	-5	-2	-16	5	-2	-40	4	25	81
Cc1ccc(N/C=C/C(=O)c2ccco2)c(O)c1	-3	-1.4	.	1	-1	.	.	53	1	42	100
Cc1cccc(N2CCN(C(=O)c3cccc(N4C(=O)C5C6C=CC(C6)C5C4=O)c3)CC2)c1C (stereo not drawn)	4	-1.5	-13	0	-9	13	3	14	-15	-8	105
CC(=O)Nc1cccc(/C(C)=N/NS(=O)(=O)c2ccccc2)c1	.	-0.8	9	41	.	-9	5	-6	0	1	101
N/C(=N\OC(=O)c1cccc2ccccc12)c1ccncc1	-3	1.6	16	0	1	-16	-4	55	-17	7	108
CC1=C(C(=O)O)N2C(=O)C(NC(=O)c3ccc(F)cc3)C2SC1 (stereo not drawn)	5	0.9	5	-3	-2	-5	6	-6	-1	3	101
CCC(=O)N1CCN(c2ccc(NC(=O)c3ccc(C#N)cc3F)cc2Cl)CC1	-2	-2.2	.	2	-7	.	-15	-8	-5	440	101
COC(=O)c1[nH]c2ccccc2c1NC(=O)C(C)N1CCN(C(=O)c2ccco2)CC1 (stereo not drawn)	-3	0.2	28	13	-4	-28	-1	.	2	126	92
CC(O)(Cc1ccccn1)Cc1ccccn1	-1	-1.5	12	-12	-6	-12	-1	13	5	.	118
O=C(CN1C(=O)NC2(CCCCCC2)C1=O)c1ccc(OC(F)F)cc1OC(F)F	11	-0.7	-18	-8	-1	18	0	-1	4	-8	105
CCCCN1C(=S)SC(C)(C)C1/[N+]([O-])=C/c1ccc(S(=O)(=O)NC)cc1 (stereo not drawn)	9	-0.6	-12	21	-5	12	-1	12	4	2	97
Cc1noc2ncc(C(=O)c3cc(F)ccc3O)cc12	4	1.2	9	9	1	-9	1	-3	-4	-10	110
CN=C1SC(CC(=O)Nc2c(C)cccc2C)C(=O)N1/N=C/c1cccs1 (stereo not drawn)	0	0.6	-53	6	-7	53	1	5	1	-10	94
O=C(CSc1ncn[nH]1)N1N=C(c2ccc(Cl)cc2)CC1c1ccco1 (stereo not drawn)	-5	-5.9	0	0	-9	0	5	-1	-7	-13	98
CSc1nc(Oc2ccc(=O)[nH]n2)nc(N(C)C)n1	8	-0.9	1	6	-8	-1	1	-2	1	-7	107
Fc1ccccc1Nc1ncnc2c1nnn2Cc1ccccc1	4	2.6	-5	-11	10	5	-2	14	-8	3	94
COc1ccccc1CNC(=O)C1CCCN(c2cnccn2)C1 (stereo not drawn)	4	-1.1	-5	.	-11	5	-1	25	5	-12	108
